# From PubChem
# hgDAF-12 ag = activates the H. glycines DAF-12 receptor ligand-binding domain | HEK293 GAL4-hgDAF12 UAS-luciferase reporter, agonist luminescence; normalized to butyrate control | activation, % at 6.8 µM | 370,000 tested, 1.8% active | AID 687014;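 active = activation above a cutoff set at the mean of all screened compounds plus 3 SD, cut at about 10% in these data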;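 also: 0% = DMSO wells and 100% = sodium butyrate wells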
# PLCb3 inh = inhibitors of human phospholipase C beta3; Q01970; Purified PLC-beta3, fluorogenic substrate, fluorescence; inhibition, % at 12.2 µM; 370,000 tested, 0.18% active; AID 720704; in the data active = inhibition above about 11%;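 also: 0% = median of compound wells on plate and 100% = full blocker control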
# DAX1 inh-1 = DAX1 (NR0B1) inhibition, primary screen. AID 652010. 370,000 tested, 1.1% active. inhibition, % at 6.8 µM. HEK293T StAR-luciferase reporter, SF-1/DAX-1 repression relief;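 active = inhibition above the mean over all tested compounds plus 3 SD, cut at about 3.6% in these data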;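 also: 0% = DAX-1 cells with DMSO and 100% = cells lacking DAX-1 with DMSO; higher inhibition means more luminescence from relief of DAX-1 repression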
# GAA850 FXN act = increases GAA850 frataxin promoter reporter activity | activation, % at 6 µM | 360,000 tested, 0.56% active | HEK293 lucGAA850 FXN promoter luciferase reporter, 24 h; percent of 10 µM SAHA response;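 active = activation above the average of all compounds screened plus 3 SD, cutoff fixed separately per campaign, cut at about 7.5% in these data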;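 also: 0% = DMSO wells and 100% = 10 µM SAHA wells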
# ADAM17 inh = inhibits human ADAM17. P78536. 370,000 tested, 0.83% active. recombinant ADAM17, EDANS/DABCYL FRET peptide cleavage. inhibition, % at 6.95 µM;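 active = inhibition above the mean of compounds lying between control limits plus 3 SD, set per campaign, cut at about 8.5% in these data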;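 also: 0% = DMSO-only wells as the low control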
# Target sequence (P78536 215-824 limits assumed): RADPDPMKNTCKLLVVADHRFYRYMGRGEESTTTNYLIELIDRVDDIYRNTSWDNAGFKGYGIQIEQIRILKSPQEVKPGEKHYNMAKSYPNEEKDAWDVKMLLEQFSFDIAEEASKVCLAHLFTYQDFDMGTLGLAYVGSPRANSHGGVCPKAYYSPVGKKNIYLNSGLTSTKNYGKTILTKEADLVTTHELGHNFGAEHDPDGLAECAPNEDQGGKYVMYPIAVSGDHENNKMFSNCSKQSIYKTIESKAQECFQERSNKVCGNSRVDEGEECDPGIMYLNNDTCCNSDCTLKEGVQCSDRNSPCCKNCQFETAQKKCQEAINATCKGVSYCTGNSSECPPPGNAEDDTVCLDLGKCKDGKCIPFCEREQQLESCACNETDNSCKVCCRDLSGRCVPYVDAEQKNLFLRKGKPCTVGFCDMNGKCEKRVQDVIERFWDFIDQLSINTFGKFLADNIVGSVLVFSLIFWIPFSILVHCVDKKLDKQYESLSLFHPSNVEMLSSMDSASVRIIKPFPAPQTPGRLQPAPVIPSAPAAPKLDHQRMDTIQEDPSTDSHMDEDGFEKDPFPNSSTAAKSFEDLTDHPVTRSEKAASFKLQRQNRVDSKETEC
# ssDAF-12 act = activates DAF-12 receptor from parasite S. stercoralis. HEK293 ssDAF-12/GRIP1 lit1-tk-luc reporter, luminescence; % of 3 µM dafachronic acid response. activation, % at 6.8 µM. 370,000 tested, 1% active;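 active = activation above the mean over all tested compounds plus 3 SD, cut at about 0.9% in these data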;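 also: 0% = DMSO-only wells and 100% = 3 µM delta7-dafachronic acid wells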
# ADAM10 inh = inhibits human ADAM10; O14672; recombinant ADAM10, EDANS/DABCYL FRET peptide cleavage, 3 h; inhibition, % at 7 µM; 370,000 tested, 0.62% active; AID 720582;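 active = inhibition above a per-campaign cutoff equal to the mean of compounds falling between control-based bounds plus 3 SD, cut at about 20% in these data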;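 also: 0% = DMSO wells while the 100% control is not disclosed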
# hcDAF-12 act = activators of H. contortus DAF-12 nuclear receptor. HEK293 hcDAF-12 lit1-tk-luc reporter, luminescence; 0% DMSO, 100% Δ7-dafachronic acid. activation, % at 6.8 µM. 370,000 tested, 1.4% active;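 active = activation above the mean of all tested compounds plus 3 SD, cut at about 5.5% in these data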;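 also: 100% = response to 3 µM Δ7-dafachronic acid high control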
# PLC-gamma1 inh = blocks human PLC-gamma1 enzyme activity; 370,000 tested, 0.84% active; purified PLC-gamma1, fluorogenic substrate, fluorescence; inhibition, % at 12.2 µM; P19174; in the data active = inhibition above about 9.5%
# DAX1 inh-2 = NR0B1 (DAX1) inhibition | inhibition, % at 6.75 µM | HEK293 Gal4-DAX1 luciferase reporter, luminescence | P51843 | AID 504766 | 340,000 tested, 0.99% active;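 active = inhibition above the mean over all tested compounds plus 3 SD, cut at about 4.2% in these data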;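 also: 0% = DAX1-transfected cells with DMSO and 100% = empty-vector control cells with DMSO; inhibition shows as a rise in luminescence from relieved DAX1 repression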
# sPLA2-III inh = Blocks human group III sPLA2 activity; inhibition, % at 12.2 µM; AID 743126; Q9NZ20; 370,000 tested, 0.56% active; QFRET BODIPY PC-A2 liposome hydrolysis, fluorescence;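 active = inhibition above mean plus 3 SD of compounds lying within the high and low control bounds, cut at about 19% in these data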;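 also: 0% = median of test compound wells and 100% = no enzyme DMSO wells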
# Target sequence (Q9NZ20 whole entry, looked up): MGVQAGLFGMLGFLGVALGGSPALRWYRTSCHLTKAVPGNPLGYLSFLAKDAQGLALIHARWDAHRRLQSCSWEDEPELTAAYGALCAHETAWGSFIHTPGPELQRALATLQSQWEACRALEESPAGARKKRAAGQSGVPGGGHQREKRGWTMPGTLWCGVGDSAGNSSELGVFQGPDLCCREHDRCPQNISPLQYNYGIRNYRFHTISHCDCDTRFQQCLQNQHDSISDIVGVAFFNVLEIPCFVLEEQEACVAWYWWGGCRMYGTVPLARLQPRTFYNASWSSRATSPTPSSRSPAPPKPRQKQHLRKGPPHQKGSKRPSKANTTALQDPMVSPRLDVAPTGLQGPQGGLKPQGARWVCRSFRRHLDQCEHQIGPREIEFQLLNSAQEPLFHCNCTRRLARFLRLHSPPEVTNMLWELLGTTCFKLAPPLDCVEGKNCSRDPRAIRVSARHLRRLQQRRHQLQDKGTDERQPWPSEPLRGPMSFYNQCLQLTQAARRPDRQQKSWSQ
# * = called active by the depositor; . = not tested or not shown.
molecule	hgDAF-12 ag	PLCb3 inh	DAX1 inh-1	GAA850 FXN act	ADAM17 inh	ssDAF-12 act	ADAM10 inh	hcDAF-12 act	PLC-gamma1 inh	DAX1 inh-2	sPLA2-III inh
COc1cccc(OC)c1C(=O)NNC(=O)c1ccc(F)cc1	3.3	-1	-0.3	0.6	-1	-1.6	1	0.7	2	0.0	-1
Cc1ccc(C)c(NC(=O)c2ccc(N(C)S(C)(=O)=O)cc2)c1	-1.7	1	-0.8	-2.2	-5	-0.4	1	-0.5	3	-0.1	3
Cc1ccc(CCc2nnc(SCC(=O)Nc3ccccc3Cl)n2-c2ccccc2)o1	-1.3	-7	-0.1	4.5	4	-1.5	1	0.7	3	-1.0	-26
CCS(=O)(=O)c1ccc(-c2csc(-c3ccccc3)n2)c(Cl)c1Cl	-1.1	1	-0.6	1.7	-4	-0.6	-4	-2.0	8	-1.0	3
O=c1c2[nH]c3cccc(Cl)c3c2ncn1CC1CCCO1 (stereo unspecified)	1.1	-9	0.9	2.6	-11	-0.6	-32	2.6	-2	3.4	0
COc1cc(S(=O)(=O)N(Cc2cccc(OC)c2OC)CC2CCCO2)ccc1-n1cnnn1 (stereo unspecified)	2.6	-6	0.1	1.0	-2	-1.5	8	-0.7	6	1.2	-6
Cc1ccc(C(=O)COC(=O)CNC(=O)Cc2ccccc2)cc1[N+](=O)[O-]	-1.3	1	-0.6	0.0	-2	-1.6	-1	2.1	1	0.4	3
COc1cc(COc2ccc(S(=O)(=O)N3CCOCC3)cc2[N+](=O)[O-])ccc1OC(F)F	1.8	-4	-1.2	1.8	1	-1.4	-2	-0.5	-1	0.2	0
O=S(=O)(Nc1ccc2cn[nH]c2c1)c1ccc(Cl)s1	0.6	-8	0.2	1.8	-4	-0.2	2	4.1	0	0.1	-20
CCOC(=O)C1=C(N)OC2=C(C(=O)CCC2)C1c1ccccc1OC (stereo unspecified)	1.4	2	-0.3	-0.9	-3	-0.6	1	-0.1	-2	-0.2	6
Cn1c(N)c(C(=O)CSc2nnc(C3CC3)n2Cc2ccccc2)c(=O)n(C)c1=O	2.2	0	-0.1	0.1	-1	-1.6	-5	1.0	1	3.2	1
COc1cc(S(=O)(=O)N(CCc2ccccc2)Cc2cccs2)ccc1-n1cnnn1	-0.1	0	0.1	3.4	-3	-1.4	0	-1.8	1	-0.8	-1

# For reference, part of the list above:
molecule	hgDAF-12 ag	PLCb3 inh	DAX1 inh-1	GAA850 FXN act	ADAM17 inh	ssDAF-12 act	ADAM10 inh	hcDAF-12 act	PLC-gamma1 inh	DAX1 inh-2	sPLA2-III inh
COc1cccc(OC)c1C(=O)NNC(=O)c1ccc(F)cc1	3.3	-1	-0.3	0.6	-1	-1.6	1	0.7	2	0.0	-1
Cc1ccc(C)c(NC(=O)c2ccc(N(C)S(C)(=O)=O)cc2)c1	-1.7	1	-0.8	-2.2	-5	-0.4	1	-0.5	3	-0.1	3
Cc1ccc(CCc2nnc(SCC(=O)Nc3ccccc3Cl)n2-c2ccccc2)o1	-1.3	-7	-0.1	4.5	4	-1.5	1	0.7	3	-1.0	-26
CCS(=O)(=O)c1ccc(-c2csc(-c3ccccc3)n2)c(Cl)c1Cl	-1.1	1	-0.6	1.7	-4	-0.6	-4	-2.0	8	-1.0	3

# (continued)
molecule	hgDAF-12 ag	PLCb3 inh	DAX1 inh-1	GAA850 FXN act	ADAM17 inh	ssDAF-12 act	ADAM10 inh	hcDAF-12 act	PLC-gamma1 inh	DAX1 inh-2	sPLA2-III inh
COc1ccc(CN(CC(=O)NCc2ccccc2)C(=O)c2csnn2)cc1	7.2	2	-0.3	-2.1	2	-0.6	7	0.3	-1	0.9	1
COc1cc(Cl)ccc1OCc1cc(C(=O)N2CCCCCCC2)no1	3.2	-7	1.0	1.9	6	-0.5	7	0.9	2	-0.2	-11
O=C(CSc1nc2ccccc2[nH]1)N1CCN(C(=O)c2ccco2)CC1	-0.5	3	-1.5	-0.5	-4	-1.1	1	1.3	9	0.6	19*
Cc1ccc(C(=O)Nc2nnc(S(=O)(=O)N3CCCCCC3)s2)cc1	3.6	-5	1.0	0.0	0	-0.5	2	-1.5	-5	-0.4	-3
Cc1cc(C)n(CC(O)Cn2c3ccccc3c3ccccc32)c(=O)n1 (stereo unspecified)	-0.9	-3	0.2	2.6	-4	-1.4	2	-1.9	0	-0.7	-1
CSc1cc(-c2ccco2)oc1C(=O)c1ccco1	-0.1	-28	-0.4	1.8	-6	-1.2	-14	-2.1	-16	0.2	1
C=CCN1[C@H](C#N)[C@@H](c2ccc(C#Cc3ccccc3OC)cc2)[C@H]1CO	-2.9	-78	-1.0	.	-22	-2.2	-74	-5.1	-61	.	4
Cc1cc(O)c(-c2cc(O)c(C)cc2O)cc1O	-1.5	-25	-0.1	11*	0	-0.7	-6	4.1	-12	0.0	-8
O=C(O)C1CC(=O)N(CCc2ccc(F)cc2)C1 (stereo unspecified)	-0.5	0	0.3	2.3	-2	-0.8	2	-1.1	0	-0.2	-1
CCCCNC(=S)NNC(=O)c1ccoc1C	2.2	4	0.0	0.3	5	-0.9	2	0.7	1	1.8	11
Cc1nc2ccccc2nc1-c1ccc([N+](=O)[O-])cc1	-1.3	4	-1.4	3.4	-2	-1.3	-13	-2.6	3	-0.6	6
CC(=O)Nc1ccccc1C(=O)C(=O)Nc1ccc(C(=O)N2CCOCC2)cc1	5.0	-3	-0.2	2.7	-4	-1.4	-3	-1.7	3	0.4	10

# Brought forward from above: 2 compounds, followed by the next part.
molecule	hgDAF-12 ag	PLCb3 inh	DAX1 inh-1	GAA850 FXN act	ADAM17 inh	ssDAF-12 act	ADAM10 inh	hcDAF-12 act	PLC-gamma1 inh	DAX1 inh-2	sPLA2-III inh
Cc1nc2ccccc2nc1-c1ccc([N+](=O)[O-])cc1	-1.3	4	-1.4	3.4	-2	-1.3	-13	-2.6	3	-0.6	6
CC(=O)Nc1ccccc1C(=O)C(=O)Nc1ccc(C(=O)N2CCOCC2)cc1	5.0	-3	-0.2	2.7	-4	-1.4	-3	-1.7	3	0.4	10
CC1CCN(C(=O)c2ccc3c(c2)OCO3)CC1	1.9	-2	-0.1	1.2	3	-1.2	0	1.1	1	-0.5	5
Cn1c(N)c(C(=O)COC(=O)Cc2ccc(Cl)cc2Cl)c(=O)n(C)c1=O	-0.7	3	0.8	1.5	1	-1.2	-7	-2.1	5	-1.4	-10
O=C(COc1cccc2ccccc12)N1c2ccccc2CCc2ccccc21	-1.0	0	-0.7	-1.5	6	-1.2	4	-2.4	1	-0.9	-21
Cn1cnc2cc(OC(=O)c3ccccc3)ccc21	0.4	-1	0.2	1.7	-3	-1.8	-3	0.8	-2	-0.4	2
Cc1ccc(C(C)CCN2CCC(n3nccc3NC(=O)c3ccccc3)CC2)o1 (stereo unspecified)	-1.4	-9	0.0	-2.2	-6	-0.9	-7	-2.5	-2	0.3	-11
Clc1ccc2nncn2n1	-0.8	4	-0.3	1.8	-2	-1.9	2	0.7	1	-2.3	4
COc1ccc(C(CNC(=O)Nc2ccc(Cl)cc2)N2CCN(C)CC2)cc1 (stereo unspecified)	4.7	-6	-0.3	0.1	-3	-1.2	-5	-1.3	0	-0.1	-5
COc1cc(C(=O)Nc2scc(-c3ccccc3)c2C(=O)O)cc(OC)c1OC	2.1	-78	-0.4	-0.2	0	-0.9	4	-1.0	-72	0.0	1
CCc1nc2ccc(C(=O)NCCCn3ccnc3)cn2c1N(C)C(=O)C1CCCCC1	-2.6	-5	0.9	-1.0	-4	-1.3	-12	-1.2	-7	.	3
CC1CCCC(NC(=O)COC(=O)CCC(=O)c2ccc(F)cc2)C1C (stereo unspecified)	-2.3	9	0.6	0.8	5	-1.3	10	1.1	6	-0.5	-9
Cc1ccc(-n2ncc3c2CCCC3NC(=O)c2cnccn2)cc1C (stereo unspecified)	-0.1	-6	-0.8	-1.8	-3	-1.4	-7	0.6	1	0.2	3
O=C1C(=O)N(Cc2ccc(-c3ccccc3)cc2)c2ccc(OC(F)(F)F)cc21	-0.9	-2	.	.	2	-1.0	15	-2.0	1	.	26*

# As entered above:
# For hcDAF-12 act, `COc1ccc(C(CNC(=O)Nc2ccc(Cl)cc2)N2CCN(C)CC2)cc1` (stereo unspecified) has -1.3
# For sPLA2-III inh, `O=C1C(=O)N(Cc2ccc(-c3ccccc3)cc2)c2ccc(OC(F)(F)F)cc21` has 26*
# For PLC-gamma1 inh, `CC1CCN(C(=O)c2ccc3c(c2)OCO3)CC1` has 1
# For GAA850 FXN act, `Cc1ccc(C(C)CCN2CCC(n3nccc3NC(=O)c3ccccc3)CC2)o1` (stereo unspecified) has -2.2
# For DAX1 inh-2, `CC1CCCC(NC(=O)COC(=O)CCC(=O)c2ccc(F)cc2)C1C` (stereo unspecified) has -0.5
# For ADAM10 inh, `O=C(COc1cccc2ccccc12)N1c2ccccc2CCc2ccccc21` has 4
# For hcDAF-12 act, `COc1cc(C(=O)Nc2scc(-c3ccccc3)c2C(=O)O)cc(OC)c1OC` has -1.0

# Carrying on:
molecule	hgDAF-12 ag	PLCb3 inh	DAX1 inh-1	GAA850 FXN act	ADAM17 inh	ssDAF-12 act	ADAM10 inh	hcDAF-12 act	PLC-gamma1 inh	DAX1 inh-2	sPLA2-III inh
COc1ccc(CCN(Cc2ccccn2)C(=S)Nc2cccc(SC)c2)cc1OC	3.6	-5	0.0	0.5	-2	-1.9	0	1.3	6	1.5	3
Cn1cnc(S(=O)(=O)N2CCN(C(c3ccc(F)cc3)c3ccc(F)cc3)CC2)c1	-0.4	-5	-2.1	0.2	2	-1.3	3	-1.9	-1	0.0	1
Cc1cc(C)n(-c2ccc(C(=O)OCC(=O)Nc3ccc(S(N)(=O)=O)cc3)cc2)n1	1.1	-2	0.5	-0.3	-5	-0.9	-14	-0.9	-8	0.1	-16
Nc1ccc(S(=O)(=O)NC2=NCCCCC2)cc1	-0.9	-8	-0.3	2.5	-7	-1.7	-1	-1.7	2	0.8	11
Cc1cccc(N(CC(=O)NCc2ccco2)C(=O)CCC(=O)Nc2nccs2)c1C	2.3	-2	-0.2	-0.4	4	-1.1	14	-1.1	4	-1.8	-9
Cc1cc(C)cc(NC(=O)C2CCCN2S(=O)(=O)c2ccc3c(c2)n(C)c(=O)c(=O)n3C)c1 (stereo unspecified)	0.6	-3	-0.5	0.9	0	-0.7	-20	0.5	0	1.4	10
CC1CCc2cc(F)ccc2N1C(=O)CSc1nnc2c(n1)[nH]c1ccc(F)cc12 (stereo unspecified)	0.7	2	-0.3	-2.9	0	-1.2	1	1.7	4	-0.1	-4
Cc1cc(=O)n2[nH]c(CCC(=O)O)nc2n1	-0.5	-6	0.4	1.1	-6	-0.6	-4	-0.1	-1	-0.6	3
O=C1c2oc3ccc(F)cc3c(=O)c2C(c2ccccc2)N1CC1CCCO1 (stereo unspecified)	1.1	2	0.2	0.1	-3	-1.8	1	-0.3	1	-0.3	7
CCOc1ccc(/C=C(/NC(=O)c2ccc(Cl)cc2)C(=O)O)cc1OCC	-2.9	-10	0.4	0.1	-2	-1.9	-7	-1.2	-1	-0.5	4
Clc1ccc(CN2CCCCCC2)cc1	-0.2	-5	0.3	0.7	-4	-0.6	-7	-1.0	-1	1.6	0
COc1cc(OC)c(C2C3=C(CCCC3=O)Nc3nc4ccccc4n32)cc1OC (stereo unspecified)	-1.6	-7	0.2	-3.2	-6	-1.6	-14	-0.4	-4	-0.1	1
